# inhibitors of VEEV: inhibitors of VEEV TC-83 cytopathic effect, confirmation, Vero cells (AID 588727). 350,000 tested, 0.13% active. inhibition, % at 20 µM; hits with a dose series show IC50 in µM. Vero cells, VEEV TC-83 cytopathic effect inhibition; higher % means a stronger effect; in the data active means a potency from the dose series; inconclusive means inhibition mostly from about 14% at the one dose, without a potency; inactive means the rest, 99 in 100 with inhibition below about 12%; further: strong numbers were not always called active
# Salmonella PhoP GFP: PhoP regulon inhibitors, Salmonella typhi PhoP promoter GFP reporter, confirmatory (AID 1850); 310,000 tested, 0.33% active; Salmonella Typhi PhoP-promoter GFP reporter, fluorescence, 4 h; higher % means a stronger effect; inhibition, % at 50 µM; hits with a dose series show IC50 in µM; in the data active means a potency from the dose series; inconclusive means inhibition mostly from about 25% at the one dose, without a potency; inactive means the rest, 99 in 100 with inhibition below about 19%;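 further: 0% = induced wells with vehicle and 100% = uninduced wells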
# tuberculosis growth: growth inhibition of non-replicating M. tuberculosis (AID 488890). one-dose inhibition, % at 25 µM; IC50 in µM for titrated hits. Mycobacterium tuberculosis non-replicating, growth inhibition; higher % means a stronger effect. 320,000 tested, 0.39% active; in the data active means a potency from the dose series; inconclusive means inhibition mostly from about 82% at the one dose, without a potency; inactive means the rest, 99 in 100 with inhibition below about 76%;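 further: plate controls were DMSO cells for no effect and high antibiotic wells for full effect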
# M. tuberculosis HTS: M. tuberculosis growth inhibition, HTS (AID 449762); M. tuberculosis H37Rv growth inhibition, 7H9 media; higher % means a stronger effect; 330,000 tested, 0.59% active; inhibition, % at 25 µM, or IC50 in µM where a hit was titrated; in the data active means a potency from the dose series; inconclusive means inhibition above about 70% without an active follow-up result;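 further: bacterial growth assessed after seven days of incubation; strong numbers were not always called active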
# H1N1 NS1A inhibition: H1N1 influenza NS1A inhibitors, functional cell based assay (AID 504329) | 340,000 tested, 0.3% active | NS1A functional cell-based assay, percent inhibition; higher % means a stronger effect | inhibition, % at 12.5 µM; hits with a dose series show IC50 in µM; in the data active means a potency from the dose series; inconclusive means inhibition above about 27% without an active follow-up result; further: strong numbers were not always called active
# inhibitors of VEEV 10K pilot screen: further read-out of inhibitors of VEEV, marked with its call; inhibition, %; measured here: 10K pilot screen inhibition
# Active calls of the source: *; i = inactive; ? = inconclusive; . = not tested or not shown; & = joins results of further samples.
SMILES,inhibitors of VEEV,Salmonella PhoP GFP,tuberculosis growth,M. tuberculosis HTS,H1N1 NS1A inhibition,others
COc1cccc(C(=O)NNS(=O)(=O)c2ccc(C)cc2)c1,i,-1.1%,10.8%,13.8%,-5.0%,
CCOC(=O)C1=NN(N=O)C2(CC(=O)N(c3cc(C)cc(C)c3)C2=O)C1 (stereo not drawn),2.0%,-23.1%,12.9%,0.7%,-1.5%,
COC(=O)c1ccc(NC(=O)CCN2C(=O)C3CC=CCC3C2=O)cc1 (stereo not drawn),2.3%,.,-5.7%,-1.0%,-2.2%,
O=C(CSc1nnc(CNC(=O)c2ccco2)o1)Nc1ccccc1,i,-1.2%,.,-6.8%,7.0%,
Cc1cc(C)c2sc(N(CCN(C)C)C(=O)CCS(=O)(=O)c3ccccc3)nc2c1,i,-11.9%,7.0%,-1.3%,-5.6%,
CC(=O)c1c(NCCc2ccccc2)nc(=S)n(-c2ccccc2)c1C,i,8.8%,5.0%,-4.2%,1.8%,
CCOC(=O)C1=C(C)NC(C)=C(C(=O)OCC)C1C(=O)OCC(=O)N(C)Cc1ccccc1,0.1%,.,20.7%,4.0%,-0.5%,
Cc1cc(C)nc(N/C(=N\S(=O)(=O)Cc2ccccc2)Nc2ccccc2Br)n1,4.9%,2.5%,26.6%,12.8%,-4.6%,
C=CCNc1sc(C(=O)c2cccs2)c(N)c1C#N,0.5%,-2.5%,4.9%,2.9%,6.9%,inhibitors of VEEV 10K pilot screen=1.6
O=C(c1ccc2oc(Cc3ccc(Cl)cc3)nc2c1)N1CC[C@H](O)C1,0.7%,7.4%,.,1.5%,12.4%,
CCOC(=O)c1ccccc1NC(=O)c1ccccc1NS(C)(=O)=O,0.5%,-1.9%,1.2%,1.9%,-3.8%,
Cc1cccc2cc(CN(Cc3ccco3)C(=O)c3ccco3)c(=O)[nH]c12,4.8%,-3.6%,0.9%,-4.6%,-12.0%,
CCOC(=O)N1CCC(NC(=O)c2oc3c(F)cccc3c2C)CC1,0.6%,-1.4%,11.4%,-8.1%,1.1%,
O=C(NCc1ccco1)C12CN(Cc3ccccc3)CC1C(c1ccc([N+](=O)[O-])cc1)=NO2 (stereo not drawn),0.3%,-1.0%,17.8%,10.0%,1.5%,inhibitors of VEEV 10K pilot screen=0.6
CCOc1ccc(N2CC(C(=O)Nc3ccc(F)cc3F)CC2=O)cc1 (stereo not drawn),6.2%,0.4%,24.9%,-7.3%,14.1%,
COc1cc(OC)c(OC)cc1/C=N/Nc1ncnc2c1[nH]c1ccccc12,23.8%,-3.5%,-9.6%,-3.0%,4.5%,
Cc1cc(=O)[nH]c2ccc(S(=O)(=O)Nc3ccc(O)cc3)cc12,0.6%,-1.5%,37.7%,6.0%,-1.5%,
CC(OC(=O)c1ccc(NS(=O)(=O)c2ccc3[nH]c(=O)[nH]c3c2)cc1)C(=O)Nc1ccc(Cl)cc1 (stereo not drawn),3.4%,-5.2%,53.0%,2.2%,-2.8%,
COc1ccc(CCNC(=O)[C@H](C)NC(=O)[C@@H]2CSC3c4ccccc4C(=O)N32)cc1 (stereo partly drawn),0.5%,-6.9%,10.4%,3.8%,0.0%,
Cc1cc(C(=O)NCCCOC(C)C)c2ccccc2n1,1.7%,-6.4%,-3.7%,-13.1%,5.3%,
Cc1c(C)c2ccc(OCC(=O)N3CCC[C@@H]3C(=O)O)c(C)c2oc1=O,i,-2.9%,-9.7%,-8.4%,-1.6%,
COc1ccc(Cn2nnnc2C(c2ccccc2Cl)N2CCC(C(N)=O)CC2)cc1 (stereo not drawn),3.7%,-11.7%,16.9%,5.8%,3.8%,
COc1ccc(NC(=O)CCN2CCCCCC2)cc1,0.2%,-5.5%,36.4%,-14.0%,1.9%,
Cc1ccc(N2CC(C)Cn3c2nc2c3c(=O)n(CC(=O)OCc3ccccc3)c(=O)n2C)cc1C (stereo not drawn),4.2%,-3.8%&-4.5%,0.7%,-1.6%,0.2%,
Cc1nc(N2CCOCC2)sc1C(=O)NN,5.5%,3.4%,-8.5%,0.4%,-6.2%,
COc1cccc(CN(C)C(=O)C2CC(=O)N(c3ccc4c(c3)OCCO4)C2)c1 (stereo not drawn),6.8%,-1.4%,-21.6%,0.9%,-6.2%,
CCc1cc2c(=O)n(-c3ccc(Br)cc3)cnc2s1,1.6%,3.8%,2.5%,1.5%,3.1%,
Cc1ccc(NC(=O)CN(C)CC(=O)Nc2sc3c(c2C(N)=O)CCC3)cc1,5.5%,-6.3%,-1.2%,66.6%,-5.0%,
CC(C)Cc1ccc(CN2CCC(n3nccc3NC(=O)C3CCCC3)CC2)cc1,i,-4.5%,34.9%,27.1%,-23.0%,
COc1ccccc1CNC(=O)C1CCN(C(=O)[C@@H]2Cc3ccccc3CN2)CC1,7.9%,13.7%,6.5%,0.4%,0.6%,
CCCOc1ccc(-c2nnn(CC(=O)Nc3cccc(C(=O)OC)c3)n2)cc1,2.3%,-2.6%,5.9%,-3.8%,-1.9%,
COc1cc2c(cc1OC)/C(=C/C(=O)c1ccc(C)cc1)NCC2,7.2%,6.9%,13.8%,6.3%,6.6%,
c1ccc(N2CCOCCOCCOCCOCC2)cc1,2.7%,9.3%,1.1%,-12.6%,6.9%,
CCCn1c(=O)c2ccccc2n2c(SCc3nc4ccccc4s3)nnc12,7.6%,-11.0%,24.3%,-13.3%,-12.5%,
Cc1cccc(/C=C(\C(=O)C(=O)O)c2ccc3ccccc3n2)c1,1.4%,7.0%,15.3%,1.9%,-3.1%,
C[C@H]1COC(=O)[C@H](Cc2ccc(F)cc2)CC/C=C/C[C@@H](CC(=O)N[C@@H](CO)Cc2ccccc2)C(=O)N1,i,.,46.1%,7.3%,-9.6%,
O=C(O)c1cccc(Nc2nc3ccccc3nc2NS(=O)(=O)c2cccs2)c1,2.7%,-0.6%,21.0%,0.2%,5.6%,
O=C(Nc1ccc2c(c1)OCCO2)C1CCN(C(=O)c2ccc([N+](=O)[O-])cc2)CC1,2.1%,-0.5%,9.7%,9.2%,0.6%,
CCc1c(O)c(/C(C)=N\O)c(=O)n(-c2ccccc2)c1-c1ccccc1,i,-2.8%,19.3%,12.9%,13.7%,inhibitors of VEEV 10K pilot screen=3.1
CCOC(=O)Cc1nn(C)c(=O)c2ccccc12,0.6%,23.9%,5.8%,4.3%,-0.8%,
CNC(=O)c1ccsc1NC(=O)CN1C(=O)CCC1=O,0.2%,-11.1%,.,-3.0%,30.6%,
COc1cccc(C(=O)NCC(=O)NCc2cc(=O)n(C)c(=O)n2C)c1,0.8%,12.7%,5.7%,6.6%,-1.9%,
O=C(NC(=O)c1ccccc1Cl)Nc1ccc(-c2cnco2)cc1,1.6%,-0.4%,-8.7%,7.3%,1.6%,
Cc1ccc(NC(=O)CCC(=O)N/N=C/c2cccs2)cc1C,9.2%,-6.4%,38.9%,7.2%,-3.8%,
CSc1ccc(S(=O)(=O)Nc2ccc(NC(C)=O)cc2)cc1,0.9%,7.5%,-9.0%,-4.0%,-1.9%,
O=C(c1ccc2c(c1)OCO2)N1CCC2(CC1)Oc1ccc(Cl)cc1C(=O)C21CC(c2ccccc2)=NO1 (stereo not drawn),i,4.1%,52.2%,-4.8%,13.6%,
COCCC(=O)N1CCC(C(=O)Nc2ccc(Oc3ccccc3)nc2)CC1,i,6.0%,-10.3%,3.1%,-5.7%,
C/C(=N\NC(=O)c1cccc(S(=O)(=O)N2CCCC2)c1)c1ccco1,2.5%,-23.4%,6.1%,1.3%,-7.4%,
COC(=O)c1sc(S(=O)(=O)NCCC(=O)O)c(C(=O)OC)c1C,0.3%,-11.7%,-12.6%,-4.7%,2.1%,
COc1ccc(CCN)cc1OC,0.3%,-8.1%,-0.3%,-10.7%,1.7%,
O=C(/C=C/c1ccccc1)N/C(=C/c1ccccc1)C(=O)N1CCCCC1,4.9%,-12.4%,5.2%,13.7%,-0.6%,
O=[N+]([O-])c1c(Nc2ccccc2)ccc2nonc12,1.6%,5.5%,-16.7%,-8.1%,-10.3%,
Cc1ccsc1/C=C1\SC(N)=NC1=O,2.8%,12.9%,2.6%,-6.9%,1.1%,
Oc1ccc(/C=N/NC2=NCCCCC2)cc1,0.7%,9.4%,3.2%,11.3%,4.7%,
CCn1cc(C(=O)OCC(=O)Nc2ccc(C(C)C)cc2)c(=O)c2ccc(C)nc21,0.3%,-0.1%,3.2%,-13.4%,0.4%,
CCC(C)CCN1C(N(C)C)=NC[C@@H]1C (stereo partly drawn),0.4%,-2.5%,-4.7%,-0.4%,0.9%,
CCOC(=O)C1CCN(S(=O)(=O)c2ccc3c(c2)NC(=O)C(C)C(=O)N3)CC1 (stereo not drawn),0.8%,1.4%,-12.2%,-4.2%,-10.7%,inhibitors of VEEV 10K pilot screen=0.2
Cc1ccc(N(Cc2cc(=O)[nH]c3ccccc23)C(=O)CCl)cc1,>25µM*,-0.5%,?,?,-7.5%,
C=CCn1c(=O)c2ccccc2n2c(SCC(C)=O)nnc12,2.0%,10.9%,-14.9%,-1.0%,-0.9%,
O=C1COc2ccc(-c3n[nH]c(=O)c4ccccc34)cc2N1,0.9%,1.3%,-36.7%,-3.4%,-4.1%,
# Carrying on:
SMILES,inhibitors of VEEV,Salmonella PhoP GFP,tuberculosis growth,M. tuberculosis HTS,H1N1 NS1A inhibition,others
Cc1cc(C)cc(-c2nnc(SCC(=O)NC3CC3)o2)c1,1.4%,.,?,55.2%,-0.1%,
CCCCNC(=O)[C@@H]1CC=C[C@@H]2CCN(Cc3ccc(Cl)c(Cl)c3)C(=O)[C@@H]21,i,7.5%,32.3%,-0.3%,-19.2%,
CCCCNC(=O)CN1C(=O)NC2NC(=O)NC21 (stereo not drawn),1.3%,.,.,-3.8%,-10.5%,
O=C(CSCc1c(F)cccc1Cl)Nc1cccnc1,i,-2.1%,6.9%,-7.8%,-2.1%,
COc1cc(/C=C2/C(=N)N3N=C(C(C)C)SC3=NC2=O)ccc1OS(=O)(=O)c1ccccc1,0.3%,-9.7%,6.5%,8.3%,3.4%,
O=C(Cn1nnc2ccccc2c1=O)NCCc1ccc(Cl)cc1Cl,0.7%,-9.6%,-5.6%,-1.3%,0.2%,
O=C1C(Nc2ccccc2)=C(N2CCCCC2)C(=O)c2ccccc21,12.0%,-2.6%,51.4%,30.1%,15.3%,

# Molecules from the list above with an aryl methoxy group, in the order listed:
SMILES,inhibitors of VEEV,Salmonella PhoP GFP,tuberculosis growth,M. tuberculosis HTS,H1N1 NS1A inhibition,others
COc1cccc(C(=O)NNS(=O)(=O)c2ccc(C)cc2)c1,i,-1.1%,10.8%,13.8%,-5.0%,
COc1cc(OC)c(OC)cc1/C=N/Nc1ncnc2c1[nH]c1ccccc12,23.8%,-3.5%,-9.6%,-3.0%,4.5%,
COc1ccc(CCNC(=O)[C@H](C)NC(=O)[C@@H]2CSC3c4ccccc4C(=O)N32)cc1 (stereo partly drawn),0.5%,-6.9%,10.4%,3.8%,0.0%,
COc1ccc(Cn2nnnc2C(c2ccccc2Cl)N2CCC(C(N)=O)CC2)cc1 (stereo not drawn),3.7%,-11.7%,16.9%,5.8%,3.8%,
COc1ccc(NC(=O)CCN2CCCCCC2)cc1,0.2%,-5.5%,36.4%,-14.0%,1.9%,
COc1cccc(CN(C)C(=O)C2CC(=O)N(c3ccc4c(c3)OCCO4)C2)c1 (stereo not drawn),6.8%,-1.4%,-21.6%,0.9%,-6.2%,
COc1ccccc1CNC(=O)C1CCN(C(=O)[C@@H]2Cc3ccccc3CN2)CC1,7.9%,13.7%,6.5%,0.4%,0.6%,
COc1cc2c(cc1OC)/C(=C/C(=O)c1ccc(C)cc1)NCC2,7.2%,6.9%,13.8%,6.3%,6.6%,
COc1cccc(C(=O)NCC(=O)NCc2cc(=O)n(C)c(=O)n2C)c1,0.8%,12.7%,5.7%,6.6%,-1.9%,
COc1ccc(CCN)cc1OC,0.3%,-8.1%,-0.3%,-10.7%,1.7%,
COc1cc(/C=C2/C(=N)N3N=C(C(C)C)SC3=NC2=O)ccc1OS(=O)(=O)c1ccccc1,0.3%,-9.7%,6.5%,8.3%,3.4%,

# An excerpt from above in order of SMILES length, lowest first:
SMILES,inhibitors of VEEV,Salmonella PhoP GFP,tuberculosis growth,M. tuberculosis HTS,H1N1 NS1A inhibition,others
O=C(Cn1nnc2ccccc2c1=O)NCCc1ccc(Cl)cc1Cl,0.7%,-9.6%,-5.6%,-1.3%,0.2%,
O=C1C(Nc2ccccc2)=C(N2CCCCC2)C(=O)c2ccccc21,12.0%,-2.6%,51.4%,30.1%,15.3%,
CCCCNC(=O)[C@@H]1CC=C[C@@H]2CCN(Cc3ccc(Cl)c(Cl)c3)C(=O)[C@@H]21,i,7.5%,32.3%,-0.3%,-19.2%,

# Source: PubChem BioAssay
